Source: PubChem (several laboratories)
GC-A act: GC-A stimulated cGMP production enhancers – HEK293 GC-A cells, cGMP TR-FRET, EC30 ANP, primary screen. Atrial natriuretic peptide receptor 1 (Homo sapiens), P16066. 0% at EC30 ANP, 100% saturating ANP. activation, % at 10 µM. 370,000 compounds, 0.14% hits. AID 1671463, 2021; in the data active = activation above about 40%
PG9 binder: binders of HIV-1 gp120 antibody PG9, primary screen, biochemical, TR-FRET; HIV-1 gp120 / PG9 antibody interaction; TR-FRET gp120-PG9 antibody binding; inhibition, % at 6.7 µM; 360,000 compounds, 0.43% hits; in the data active = inhibition above about 8.5%
DAX1 inh-1: DAX1 (NR0B1) inhibitors, primary screen, cell-based, HEK293, Gal4-DAX1, luciferase luminescence. Nuclear receptor subfamily 0 group B member 1 (Homo sapiens), P51843. inhibition, % at 6.75 µM. AID 504766, 2011. HEK293 Gal4-DAX1 luciferase reporter. 340,000 compounds, 0.99% hits;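 active = inhibition above the mean over all tested compounds plus 3 SD, cut at about 4.2% in these data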;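 note: 0% = DAX1-transfected cells with DMSO and 100% = empty-vector control cells with DMSO; inhibition shows as a rise in luminescence from relieved DAX1 repression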
Target sequence (P51843 207-470 limits assumed): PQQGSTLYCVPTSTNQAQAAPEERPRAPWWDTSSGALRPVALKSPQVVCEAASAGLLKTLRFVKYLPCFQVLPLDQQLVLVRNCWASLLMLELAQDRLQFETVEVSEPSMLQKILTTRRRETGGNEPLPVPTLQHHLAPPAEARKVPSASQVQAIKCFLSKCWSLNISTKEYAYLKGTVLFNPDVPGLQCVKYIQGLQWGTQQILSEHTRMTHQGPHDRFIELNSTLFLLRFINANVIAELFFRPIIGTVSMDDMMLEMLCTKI
SMARCA2 activ: SMARCA2 (BRM) function activators, primary screen, cell-based, luminescence, high throughput. MG213 cells, MMTV-luciferase reporter, dexamethasone, overnight. activation, % at 9.1 µM. 370,000 compounds, 1% hits; in the data active = activation above about 7.8%;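 note: 0% = vehicle wells and 100% = reference activator wells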
ssDAF-12 act: S. stercoralis DAF-12 nuclear receptor activators, primary screen, cell-based, luminescence, HEK293, GRIP1 co-expression, lit1-tk-luc | Nuclear hormone receptor DAF-12 (Strongyloides stercoralis) | activation, % at 6.8 µM | 370,000 compounds, 1% hits | HEK293 ssDAF-12/GRIP1 lit1-tk-luc reporter; % of 3 µM dafachronic acid response;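 active = activation above the mean over all tested compounds plus 3 SD, cut at about 0.9% in these data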;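 note: 0% = DMSO-only wells and 100% = 3 µM delta7-dafachronic acid wells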
ADAM17 inh: ADAM17 inhibitors, primary screen, biochemical, QFRET; recombinant ADAM17, EDANS/DABCYL FRET peptide cleavage; inhibition, % at 6.95 µM; Disintegrin and metalloproteinase domain-containing protein 17 (Homo sapiens), P78536; AID 720648, 2013; 370,000 compounds, 0.83% hits;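 active = inhibition above the mean of compounds lying between control limits plus 3 SD, set per campaign, cut at about 8.5% in these data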;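 note: 0% = DMSO-only wells as the low control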
FXN GAA850 act: FXN promoter activators, primary screen, cell-based, luciferase luminescence, HEK293 lucGAA850; HEK293 lucGAA850 FXN promoter luciferase reporter, 24 h; percent of 10 µM SAHA response; 360,000 compounds, 0.56% hits; activation, % at 6 µM;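 active = activation above the average of all compounds screened plus 3 SD, cutoff fixed separately per campaign, cut at about 7.5% in these data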;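 note: 0% = DMSO wells and 100% = 10 µM SAHA wells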
DAX1 inh-2: DAX1 (NR0B1) inhibitors on StAR promoter, primary screen, cell-based, luminescence, SF-1 (NR5A1), full-length DAX-1 | AID 652010, 2013 | 370,000 compounds, 1.1% hits | inhibition, % at 6.8 µM | HEK293T StAR-luciferase reporter, SF-1/DAX-1 repression relief;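 active = inhibition above the mean over all tested compounds plus 3 SD, cut at about 3.6% in these data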;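 note: 0% = DAX-1 cells with DMSO and 100% = cells lacking DAX-1 with DMSO; higher inhibition means more luminescence from relief of DAX-1 repression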
ADAM10 inh: human ADAM10 inhibitors, primary screen, biochemical, QFRET, HTS | AID 720582, 2013 | Disintegrin and metalloproteinase domain-containing protein 10 (Homo sapiens), O14672 | inhibition, % at 7 µM | 370,000 compounds, 0.62% hits | recombinant ADAM10, EDANS/DABCYL FRET peptide cleavage, 3 h;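 active = inhibition above a per-campaign cutoff equal to the mean of compounds falling between control-based bounds plus 3 SD, cut at about 20% in these data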;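 note: 0% = DMSO wells while the 100% control is not disclosed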
Target sequence (O14672 214-748 limits assumed): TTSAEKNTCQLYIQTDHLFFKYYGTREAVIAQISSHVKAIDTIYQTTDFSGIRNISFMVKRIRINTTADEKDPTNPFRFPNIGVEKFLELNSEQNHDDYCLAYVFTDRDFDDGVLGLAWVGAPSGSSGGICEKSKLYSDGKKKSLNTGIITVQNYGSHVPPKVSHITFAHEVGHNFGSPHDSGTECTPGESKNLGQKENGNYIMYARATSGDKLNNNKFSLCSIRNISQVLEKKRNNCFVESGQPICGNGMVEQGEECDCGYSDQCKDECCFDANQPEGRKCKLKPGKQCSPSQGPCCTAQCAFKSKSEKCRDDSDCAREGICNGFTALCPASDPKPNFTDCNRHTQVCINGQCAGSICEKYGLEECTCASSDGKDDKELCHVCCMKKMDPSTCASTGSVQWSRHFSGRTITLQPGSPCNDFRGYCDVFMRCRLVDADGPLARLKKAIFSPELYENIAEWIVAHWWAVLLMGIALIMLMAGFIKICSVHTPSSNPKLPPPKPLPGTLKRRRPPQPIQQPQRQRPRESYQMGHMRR
hgDAF-12 ag: H. glycines DAF-12 receptor agonists, primary screen, cell-based, luminescence, HEK293, GAL4 fusion, UAS-luciferase | HEK293 GAL4-hgDAF12 UAS-luciferase reporter, agonist luminescence; normalized to butyrate control | activation, % at 6.8 µM | 370,000 compounds, 1.8% hits | Nuclear hormone receptor DAF-12 (Heterodera glycines), GAL4 fusion;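 active = activation above a cutoff set at the mean of all screened compounds plus 3 SD, cut at about 10% in these data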;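 note: 0% = DMSO wells and 100% = sodium butyrate wells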
hcDAF-12 act: H. contortus DAF-12 nuclear receptor activators, primary screen, cell-based, luminescence, HEK293, lit1-tk-luc reporter; AID 652067, 2013; activation, % at 6.8 µM; 370,000 compounds, 1.4% hits; HEK293 hcDAF-12 lit1-tk-luc reporter; 0% DMSO, 100% Δ7-dafachronic acid;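 active = activation above the mean of all tested compounds plus 3 SD, cut at about 5.5% in these data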;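 note: 100% = response to 3 µM Δ7-dafachronic acid high control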
An asterisk follows results filed as active; i = inactive; nt = no result given.

Below each compound – GC-A act	PG9 binder	DAX1 inh-1	SMARCA2 activ	ssDAF-12 act	ADAM17 inh	FXN GAA850 act	DAX1 inh-2	ADAM10 inh	hgDAF-12 ag	hcDAF-12 act
- COc1ccc(C(=O)C(Sc2nnc(C)c(=O)[nH]2)c2ccc(OC)cc2)cc1 (stereo not drawn)
 : -3.6	1.4	-1.4	-3.0	-0.9	-6.8	1.7	-0.1	-10.6	1.8	-0.3
- O=c1c2ccccc2oc2nc(C3CCCCC3)n(Cc3ccco3)c(=O)c12
 : -1.1	-0.7	-0.6	-1.0	-0.6	1.2	-3.5	-0.3	0.9	0.5	-1.3
- Cc1ccc(S(=O)(=O)C2CCN(c3nc(-c4cccs4)nc4ccccc34)CC2)cc1
 : -6.4	nt	nt	nt	-1.7	-0.6	nt	nt	-0.1	-0.3	-2.0
- CCOC(=O)c1cc(-c2ccc(OC)cc2OC)nn1-c1ccc(C(=O)O)cc1
 : 4.6	-0.9	4.2	-4.0	-1.6	-2.3	0.5	-0.1	-2.4	0.1	0.0
- O=C1CCC(C(=O)NCc2ccc3c(c2)OCO3)N1 (stereo not drawn)
 : 2.9	1.6	1.0	-3.6	-0.7	-5.9	1.8	0.9	-5.9	-2.9	-0.5
- CCC(=O)c1ccc(OCC(=O)Nc2ccc(N3CCOCC3)cc2N2CCOCC2)cc1
 : 0.9	0.1	0.6	-0.8	-0.8	0.7	-0.9	0.8	-9.9	0.3	-3.1
- C=C1CCC[C@]2(C)C[C@H]3OC(=O)C(CNC(C)(CO)CO)[C@H]3CC12 (stereo partly drawn)
 : 1.5	-0.2	-0.7	-0.5	-1.1	-4.5	-2.8	-0.4	3.4	-5.1	-0.3
- CN(CCOc1ccc(Cl)cc1)C(=O)CN1C(=O)NC2(CCCCC2)C1=O
 : 7.2	-0.9	-0.8	-3.0	-1.2	-3.6	-1.0	0.9	9.1	-2.8	-2.3
- COc1ccc(CNC(=O)c2ccc(NC(=O)CC3SC(N4CCCC4)=NC3=O)cc2)cc1 (stereo not drawn)
 : 6.5	-0.2	0.5	-3.4	-1.7	-2.8	-0.6	-0.9	-6.1	-2.4	0.3
- COc1ccccc1CCNC(=O)c1cccc(S(=O)(=O)NCc2ccccc2)c1
 : -0.8	0.5	0.9	-1.4	-1.0	4.3	-0.5	1.4	4.5	-2.5	-1.9
- COC(=O)[C@]12C[C@H](CC(=O)NCc3cccs3)C(=O)N(Cc3cccc4ccccc34)C1=C[C@H](COCc1ccccc1)O[C@@H]2C
 : -1.9	nt	nt	-2.1	-0.6	5.3	nt	-1.0	10.7	0.3	0.9
- O=C(Nc1ccc(Cl)cn1)Nc1ccccc1F
 : 1.6	-2.1	6.9*	4.3	1.6*	-6.0	2.1	0.4	-0.2	8.4	0.9
- Cc1cc(OC(C)C(=O)NCC2CCCO2)cc(C)c1Cl (stereo not drawn)
 : -0.2	-2.3	0.7	0.3	-0.8	-1.8	3.3	-0.1	-1.1	2.0	-0.5
- Oc1ccccc1-c1cc(-c2ccc3c(c2)OCCO3)n[nH]1
 : 5.8	-0.1	0.5	-0.5	1.0*	3.9	4.8	5.9*	14.0	13.3*	8.9*
- CC1=C(C(=O)N2CCOCC2)CC(CC(=O)NCCc2ccccn2)C(=O)N1Cc1ccc(F)cc1 (stereo not drawn)
 : 2.8	-1.0	1.5	1.3	-1.0	-2.1	0.6	-0.1	-6.3	-1.8	-1.2
- CCc1cccc(CC)c1NC(=O)COC(=O)c1ccc2c(c1)S(=O)(=O)c1ccccc1C2=O
 : 7.5	5.0	1.6	-4.6	-0.8	-1.2	14.2*	0.0	-11.2	-1.6	0.3
- Cc1cc(C)c(NC(=O)CNC(=O)COC(=O)C2CCN(c3ccc(C(F)(F)F)cn3)CC2)c(C)c1
 : -6.8	-0.3	0.9	-2.7	-0.9	-4.0	1.1	-2.4	-13.1	-0.9	-1.5
- Cc1ccsc1C(=O)N1CCCC(C)(C(=O)NS(=O)(=O)C2CC2)C1 (stereo not drawn)
 : -2.0	0.2	nt	-4.1	-0.5	2.0	0.4	0.3	1.8	-3.2	0.0
- Cc1ccc(C)c(NC(=O)c2sc(Cl)nc2C)c1
 : 1.5	-2.2	-0.9	-0.2	-1.2	-1.4	2.3	-0.3	1.0	-0.2	-0.7
- CCOC(=O)c1c(C)[nH]c(C(=O)COC(=O)CNC(=O)c2ccccc2Cl)c1C
 : 1.1	-0.9	1.0	4.2	-0.5	-3.5	5.4	-0.5	5.5	1.2	-0.6
- O=S(=O)(c1ccc(F)cc1)N1CCN(C(=S)NC2CC2)CC1
 : -0.1	-0.4	-0.4	-3.6	-1.4	1.1	0.3	-1.1	-1.2	1.4	-1.3
- O=C(CCSCCC(=O)NN=Cc1ccc(F)cc1)NN=Cc1ccc(F)cc1
 : -2.6	1.2	0.0	-4.3	-1.3	0.4	2.1	-0.4	-4.9	-1.2	-0.6
- CCc1c(C)nc(N2CCN(c3ccccc3F)CC2)[nH]c1=O
 : -6.6	-2.6	-1.0	0.5	-1.1	-2.0	-0.3	0.4	-1.5	-0.5	-0.9
- CCOc1ccccc1NC(=O)CCNS(=O)(=O)c1ccc(NC(C)=O)cc1
 : 3.6	-2.0	-0.2	-0.7	-1.2	5.3	0.8	0.2	-5.5	-1.6	3.0
- CC(=O)CC(C)(C)n1nnc(-c2ccccc2)n1
 : 2.4	1.5	0.8	1.3	-0.8	-3.1	-1.0	0.1	6.2	-0.7	-0.1
- C/C(=N\NC(=O)C(O)c1ccccc1)c1ccc(Cl)s1 (stereo not drawn)
 : -3.3	-0.7	-0.2	-2.6	-1.4	-0.6	-0.9	-2.9	-0.7	-0.7	-0.3
- O=C(NCCN1CCOCC1)C1CCN(c2ncnc3c2sc2cccc(F)c23)CC1
 : 4.0	0.4	0.2	-0.5	-1.9	-13.6	1.0	-1.8	-56.2	-5.0	-1.8
- CN(Cc1nc(Cc2cccc(C(F)(F)F)c2)no1)C1CC(C)(C)NC(C)(C)C1
 : -1.2	-1.2	0.6	0.8	-1.3	-1.1	2.5	0.5	1.4	0.4	0.1
- O=C(NCC(c1ccccc1Cl)N1CCCC1)C1CCN(C(=O)Nc2ccccc2)CC1 (stereo not drawn)
 : 0.1	2.4	-0.2	-1.1	-1.1	0.6	-1.7	0.1	-3.6	0.3	-0.7
- CCCCNC(=O)C1C(c2ccc(C(F)(F)F)cc2)=Nc2ccccc2N1C(=O)C1CCN(C(C)=O)CC1 (stereo not drawn)
 : 5.0	-0.8	nt	-2.9	-0.7	-17.6	nt	-0.4	-54.1	1.8	-0.5

Carrying on:
Below each compound – GC-A act	PG9 binder	DAX1 inh-1	SMARCA2 activ	ssDAF-12 act	ADAM17 inh	FXN GAA850 act	DAX1 inh-2	ADAM10 inh	hgDAF-12 ag	hcDAF-12 act
- CCOc1ccccc1CN1CCC(n2nccc2NC(=O)CCc2ccccc2)CC1
 : -7.3	-0.9	-0.6	0.8	-0.7	-1.5	-3.7	0.2	-2.4	2.6	0.0
- Cc1ccsc1CNCC(O)c1ccccc1 (stereo not drawn)
 : -21.5	-2.0	-0.2	2.5	-2.1	0.8	4.4	0.0	4.5	-1.1	-1.7
- Cc1cc(=O)[nH]c(-n2[nH]c(C)cc2=O)n1
 : -2.4	-1.9	1.2	-3.2	-0.6	-3.2	0.6	-0.5	-4.9	-1.8	-0.7
- COc1cc(NC(=S)NCc2ccco2)cc(OC)c1OC
 : 1.5	-0.4	-0.9	-2.0	-1.2	3.7	1.5	-0.2	-10.2	-2.0	-0.4
- Cc1cc(=O)oc2cc(OC(C)C(=O)NCCc3ccc(S(N)(=O)=O)cc3)ccc12 (stereo not drawn)
 : -2.0	0.7	1.1	-2.6	-0.4	-48.5	0.5	-1.0	-186.7	-0.8	-0.9
- Cc1ccc(SCCNC(=O)CN(c2ccc3c(c2)OCO3)S(C)(=O)=O)cc1
 : 4.3	1.4	-1.6	-0.2	-1.4	-2.8	0.2	-1.8	-2.9	-0.3	-0.6
- CC1(C)CC(=O)C(C(c2ccc(Br)cc2)C2C(=O)CC(C)(C)CC2=O)C(=O)C1
 : -14.0	-1.7	2.5	0.8	-1.2	-1.9	-0.4	-0.3	-2.1	-3.0	-1.0
- Cc1cccn2c(=O)c3cc(C(=O)NCCCn4ccnc4)n(C)c3nc12
 : 5.0	-0.3	-0.5	-2.3	-0.9	-339.2	-0.3	0.4	i	1.6	-3.1
- CCC(C)c1ccc(NC(=O)N2CCN(C(=O)C3CCCO3)CC2)cc1 (stereo not drawn)
 : 4.0	-1.4	0.8	-1.1	-0.9	0.9	1.0	1.1	-3.2	-0.4	0.4
- Nc1c(-c2ccccc2)c(CSc2nc3ccccc3[nH]2)nn1-c1cccc(C(=O)O)c1
 : -1.6	0.7	-0.7	0.9	-0.9	2.2	0.1	-0.1	9.8	-0.6	1.8
- O=C1c2sc3nc4n(c(=O)c3c2CCC1Br)CCCCC4 (stereo not drawn)
 : 4.0	1.3	0.8	-2.2	-0.1	-4.8	1.0	0.9	-17.8	5.4	3.0
- O=C(NCc1ccccc1)C1c2ccccc2OCC(=O)N1Cc1ccccc1 (stereo not drawn)
 : -5.1	-1.5	nt	-2.9	-0.2	-3.9	nt	0.4	-4.1	-3.5	-1.3
- Nc1nc(SCc2ccccn2)c2ncn(C3CCCC3)c2n1
 : 4.0	-0.2	2.3	8.2*	-0.6	1.9	5.8	0.9	-7.0	10.5*	-1.0
- NS(=O)(=O)c1cccc(NC(=O)CSc2nnc(-c3ccccc3)o2)c1
 : -10.4	0.0	1.0	0.1	-0.6	-3.1	2.7	-0.3	-4.3	-1.4	-0.9

Grouped by structure: those above containing bromine (2)
Below each compound – GC-A act	PG9 binder	DAX1 inh-1	SMARCA2 activ	ssDAF-12 act	ADAM17 inh	FXN GAA850 act	DAX1 inh-2	ADAM10 inh	hgDAF-12 ag	hcDAF-12 act
- CC1(C)CC(=O)C(C(c2ccc(Br)cc2)C2C(=O)CC(C)(C)CC2=O)C(=O)C1
 : -14.0	-1.7	2.5	0.8	-1.2	-1.9	-0.4	-0.3	-2.1	-3.0	-1.0
- O=C1c2sc3nc4n(c(=O)c3c2CCC1Br)CCCCC4 (stereo not drawn)
 : 4.0	1.3	0.8	-2.2	-0.1	-4.8	1.0	0.9	-17.8	5.4	3.0
